IDE exosite inh: exo-site inhibitors of human insulin-degrading enzyme; 17,000 tested, 6.3% active; P14735; z-score at 20 µM; purified IDE, FL-6b probe fluorescence polarization; stronger effect = lower value;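 active = z-score of -3 or lower, meaning strong loss of probe binding signal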;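 also: His-tagged human IDE residues 42-1019 made in E. coli with 30 nM FL-6b probe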
Target sequence (P14735 42-1019 limits assumed): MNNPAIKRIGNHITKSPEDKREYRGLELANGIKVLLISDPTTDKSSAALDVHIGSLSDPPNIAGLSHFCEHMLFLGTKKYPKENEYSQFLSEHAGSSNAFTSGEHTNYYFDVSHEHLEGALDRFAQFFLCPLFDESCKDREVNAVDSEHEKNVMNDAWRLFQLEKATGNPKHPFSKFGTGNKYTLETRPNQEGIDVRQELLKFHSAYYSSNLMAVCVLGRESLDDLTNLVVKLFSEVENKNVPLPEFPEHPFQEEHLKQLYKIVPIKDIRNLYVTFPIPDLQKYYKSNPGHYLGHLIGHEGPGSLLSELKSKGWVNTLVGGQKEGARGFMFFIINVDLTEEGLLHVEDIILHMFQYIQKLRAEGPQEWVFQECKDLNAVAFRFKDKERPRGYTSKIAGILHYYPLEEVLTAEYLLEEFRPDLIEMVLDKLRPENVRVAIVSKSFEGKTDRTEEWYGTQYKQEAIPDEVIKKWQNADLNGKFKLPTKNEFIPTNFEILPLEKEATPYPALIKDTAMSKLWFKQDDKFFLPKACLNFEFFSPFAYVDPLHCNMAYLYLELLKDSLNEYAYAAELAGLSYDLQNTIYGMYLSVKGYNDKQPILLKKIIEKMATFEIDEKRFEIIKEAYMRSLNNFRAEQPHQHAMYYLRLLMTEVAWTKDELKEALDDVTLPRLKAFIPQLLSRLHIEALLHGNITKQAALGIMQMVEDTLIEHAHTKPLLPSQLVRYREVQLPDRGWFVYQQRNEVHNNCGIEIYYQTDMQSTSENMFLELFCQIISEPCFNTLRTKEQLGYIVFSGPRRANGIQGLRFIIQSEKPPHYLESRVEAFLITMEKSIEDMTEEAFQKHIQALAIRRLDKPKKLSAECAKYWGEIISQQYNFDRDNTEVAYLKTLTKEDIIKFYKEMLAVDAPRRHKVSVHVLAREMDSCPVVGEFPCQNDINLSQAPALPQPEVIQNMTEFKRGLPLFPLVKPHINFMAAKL
Starred values were filed as active, the others as inactive; & = joins results of further samples.

SMILES | IDE exosite inh
Cc1cccc(-c2ccc([C@H]3[C@H]4CN(C(=O)c5ccc6c(c5)OCO6)CCCCN4[C@H]3CO)cc2)c1 | 0.0201
C[C@@H](O)C#Cc1ccc([C@@H]2[C@@H](CO)N3CCCCN(C(=O)c4ccc5c(c4)OCO5)C[C@H]23)cc1 | 0.404
CCN1CC(=O)N2[C@H](CO)[C@@H](c3ccc(Br)cc3)[C@H]2C1 | -0.406
N#Cc1cccc(-c2ccc(C3[C@H]4CNC[C@@H]3N4S(=O)(=O)Cc3ccccc3)cc2)c1 (some centres undefined) | 1.73
COc1ccc(CN2[C@H](CO)[C@@H]3c4ccccc4N(C(=O)NC(C)C)C[C@@H]32)cc1 | 0.241
CC(C)NC(=O)N[C@@H]1CC[C@H](CC(=O)NCCCN(C)C)O[C@@H]1CO | 0.748
C[C@@H]1CN([C@H](C)CO)S(=O)(=O)c2ccc(C#CCC3CCCC3)cc2O[C@H]1CN(C)C(=O)c1cnccn1 | -1.81
CO[C@@H]1CN(C)C(=O)c2cc(NC(=O)Nc3ccccc3Cl)ccc2OC[C@@H](C)N(S(=O)(=O)CC(F)(F)F)C[C@H]1C | 0.495
CC(=O)N(C[C@@H]1[C@@H](c2ccc(C3=CCCC3)cc2)[C@@H](CO)N1CC1CC1)C(C)C | 3.65
OC[C@@H]1[C@H](c2ccc(Br)cc2)[C@@H]2CNCCCCN12 | -1.13
CN(C)C(=O)c1ccc(-c2ccc([C@H]3[C@@H](CO)N4CCCCN(CC5CC5)C[C@H]34)cc2)cc1 | 0.768
CC(=O)N1[C@@H](CO)[C@@H]2c3ccccc3N(S(=O)(=O)c3ccccc3C)C[C@@H]21 | 1.96
O=C(C1CC1)N1CCCCN2[C@H](CO)[C@H](c3ccc(C#CC4CCCC4)cc3)[C@H]2C1 | -0.156
COc1ccccc1CN1[C@H](CO)[C@@H]2c3ccccc3N(C(=O)c3cccnc3)C[C@@H]21 | -0.227
O=S(=O)(NC[C@H]1[C@H](c2ccccc2)[C@@H](CO)N1CC1CC1)c1ccccc1 | -1.41
CCCC#Cc1ccc([C@@H]2[C@@H](CO)N3CCCCN(Cc4cncnc4)C[C@@H]23)cc1 | -0.312
C[C@H](CO)N1C[C@H](C)[C@H](CN(C)C)Oc2ccc(NS(C)(=O)=O)cc2C1=O | 0.665
CCC(=O)NC[C@H]1[C@@H](c2ccc(-c3ccc(OC)cc3)cc2)[C@@H](CO)N1C(C)=O | 4.37
CNC[C@H]1Oc2ncc(-c3cncnc3)cc2C(=O)N([C@@H](C)CO)C[C@H]1C | -1.48
O=C(C[C@H]1C=C[C@@H](NC(=O)Nc2cccc(F)c2)[C@H](CO)O1)NCC1CCCCC1 | 0.985
C/C=C/c1ccc(C2[C@@H]3CN(C(=O)Nc4ccc(F)cc4)C[C@H]2N3)cc1 (some centres undefined) | 3.87&-0.688
c1cc(-c2ccc(C3[C@H]4CNC[C@@H]3N4Cc3nccs3)cc2)ccn1 (some centres undefined) | 0.294&0.269
N#C[C@@H]1N[C@H](CO)[C@@H]1c1ccc(C#Cc2ccccc2F)cc1 | 0.915
O=C(NC1CCCC1)N1CCCCN2[C@@H](CO)[C@@H](c3ccc(-c4cncnc4)cc3)[C@@H]2C1 | 1.57
N#Cc1ccc(-c2cccc(-c3nc(C(=O)O)cc4c3[C@@H](CCO)N(CC3CCOCC3)C4)c2)cc1 | -1.03
CCNC(=O)C[C@@H]1CC[C@H]2[C@@H](COC[C@H](O)CN2C(=O)C2CCCC2)O1 | -1.2
N#Cc1ccc(-c2ccc([C@@H]3[C@@H](CO)N4C(=O)CN(C(=O)C5CCCC5)C[C@@H]34)cc2)cc1 | 2.29
COc1ccc(S(=O)(=O)N2C[C@H](O)COC[C@H]3O[C@H](CC(=O)N[C@H]4CCN(Cc5ccccc5)C4)CC[C@@H]32)cc1 | -1.25
COc1ccc(NC(=O)N2CCCCN3[C@@H](CO)[C@H](c4ccc(C#CCC(C)C)cc4)[C@@H]3C2)cc1 | 2.72
CCC(=O)N1CC(=O)N2[C@H](C1)[C@@H](c1ccc(C#CC3CCCC3)cc1)[C@@H]2CO | 1.23
O=C(C[C@H]1C[C@H]2c3cc(NS(=O)(=O)c4ccccc4)ccc3O[C@H]2[C@@H](CO)O1)NCC(F)(F)F | -0.783
COCC#Cc1ccc([C@@H]2[C@H]3CN(S(=O)(=O)c4ccc(OC)cc4)CCCCN3[C@H]2CO)cc1 | 3.19
CC(=O)N1[C@@H](CO)[C@@H](c2ccccc2)[C@@H]1CN(C)C(=O)c1ccccc1F | 3.95
Cc1cccc(S(=O)(=O)N2CC[C@@H]3[C@H]2c2cc(-c4ccccc4F)ccc2N[C@@H]3CO)c1 | 1.66
COc1ccc(C#Cc2ccc3c(c2)[C@H]2[C@H](CCN2C(=O)C2CCOCC2)[C@H](CO)N3)cc1 | 2.67
N#C[C@H]1[C@@H](c2ccccc2C2=CCCC2)[C@H](CO)N1C(=O)c1cccc(F)c1 | -0.279
O=C(Nc1ccccc1)N1CCCCN2[C@H](C1)[C@@H](c1ccc(-c3ccccc3)cc1)[C@@H]2CO | 1.29
CC(C)[C@@H]1C(=O)N[C@@H](c2cccc(Cl)c2)CC=CC[C@@H](C)Oc2ccccc2C(=O)N1C (mixture of isomers) | 0.89
N#C[C@@H]1[C@@H](c2ccc(C3=CCCCC3)cc2)[C@@H](CO)N1C(=O)c1cccc(F)c1 | 2.45
N#C[C@@H]1[C@@H](c2ccccc2C2=CCCC2)[C@H](CO)N1C(=O)C1CCC1 | 4.02
CO[C@@H]1CN(C)C(=O)c2ccc(NC(=O)c3ccc4c(c3)OCO4)cc2OC[C@@H](C)N(Cc2ccc3c(c2)OCO3)C[C@H]1C | -0.735
CCCNC[C@@H]1[C@@H](c2ccc(C3=CCCCC3)cc2)[C@@H](CO)N1C(=O)C1CCC1 | -1.44
CC(=O)N1CCCCN2[C@H](CO)[C@@H](c3ccc(-c4ccc(C)cc4)cc3)[C@@H]2C1 | 1.54
COCC(=O)N1[C@@H](C#N)[C@@H](c2ccc(C3=CCCC3)cc2)[C@@H]1CO | 4.65
O=C(NC[C@@H]1N[C@@H](CO)[C@H]1c1ccccc1)C1CCC1 | 2.51
CO[C@H]1CN(C)C(=O)c2cc(NS(=O)(=O)c3ccc(Cl)cc3)ccc2OC[C@H](C)N(C(=O)NC(C)C)C[C@@H]1C | 1.59
CN1C(=O)c2cc(NC(=O)Cc3cccs3)ccc2OC[C@H]2O[C@H](CC(=O)NCCc3ccncc3)CC[C@H]21 | -1.45
CC(C)NC(=O)N1CC[C@@H]2[C@H]1c1cc(-c3ccc(F)cc3)ccc1N(C)[C@@H]2CO | 1.08
CC(C)C#Cc1ccc([C@H]2[C@H](C#N)N(C(=O)c3ccccn3)[C@H]2CO)cc1 | 3.82
C[C@@H](NC(=O)[C@@H]1[C@@H](CO)[C@@H]2Cn3c(cccc3=O)[C@@H]2N1CCC(F)(F)F)c1ccccc1 | 0.365

Four compounds from above, sorted by SMILES length, high to low:
SMILES | IDE exosite inh
C[C@@H](NC(=O)[C@@H]1[C@@H](CO)[C@@H]2Cn3c(cccc3=O)[C@@H]2N1CCC(F)(F)F)c1ccccc1 | 0.365
CN1C(=O)c2cc(NC(=O)Cc3cccs3)ccc2OC[C@H]2O[C@H](CC(=O)NCCc3ccncc3)CC[C@H]21 | -1.45
CC(=O)N1CCCCN2[C@H](CO)[C@@H](c3ccc(-c4ccc(C)cc4)cc3)[C@@H]2C1 | 1.54
COCC(=O)N1[C@@H](C#N)[C@@H](c2ccc(C3=CCCC3)cc2)[C@@H]1CO | 4.65

(listing goes on)
SMILES | IDE exosite inh
COc1ccc(-c2ccc([C@H]3[C@@H](CO)N4CCCCN(C(=O)NC(C)C)C[C@H]34)cc2)cc1 | -1.71
CNC[C@H]1Oc2ncc(-c3cncnc3)cc2C(=O)N([C@H](C)CO)C[C@@H]1C | -1.89
O=C(C1CCC1)N1CC(=O)N2[C@H](CO)[C@H](c3ccc(Br)cc3)[C@H]2C1 | 0.0101
COc1ccc(CNC(=O)C[C@H]2CC[C@@H](NC(=O)CN(C)C)[C@@H](CO)O2)cc1 | 0.986
CCCC#Cc1ccc([C@H]2[C@@H](CO)N(C(=O)C3CCC3)[C@H]2C#N)cc1 | 0.119
Cn1cnc(S(=O)(=O)N2[C@@H]3CNC[C@H]2C3c2ccc(-c3cccnc3)cc2)c1 (some centres undefined) | 4.07&3.1
COc1ccccc1C#Cc1ccc([C@H]2[C@@H](CO)N3CCCCN(S(C)(=O)=O)C[C@@H]23)cc1 | -10.4*
CCCC(=O)N1CCC2(CC1)CN(Cc1ccc(Cl)cc1)[C@H](CO)c1[nH]c3cc(OC)ccc3c12 | -3.62*
C/C=C/c1ccc([C@@H]2[C@@H](CO)N(C(=O)CC)[C@@H]2CN(C)S(C)(=O)=O)cc1 | 2.09
C[C@@H]1CN([C@H](C)CO)C(=O)CCCn2nncc2CO[C@@H]1CN(C)Cc1cccc2c1OCCCO2 | -0.296
C/C=C/c1ccc([C@H]2[C@@H](CO)N(S(C)(=O)=O)[C@@H]2CN(CCC)C(C)=O)cc1 | -0.0249
C/C=C/c1ccc([C@@H]2[C@H](CO)N(Cc3cncnc3)C23CN(C(=O)COC)C3)cc1 | 1.58
C[C@@H]1CN([C@@H](C)CO)C(=O)c2ccccc2-c2ccccc2CO[C@H]1CN(C)C(=O)NC1CCCCC1 | -0.42
CCC(=O)N1CC2(CCN(C(=O)Nc3ccccc3F)CC2)c2c([nH]c3cc(OC)ccc23)[C@H]1CO | 1.19
O=C(NC1CCCCC1)N1CC(=O)N2[C@H](C1)[C@H](c1ccc(-c3ccccc3)cc1)[C@@H]2CO | -0.347
O=C(C[C@H]1CC[C@H]2[C@@H](COC[C@H](O)CN2C(=O)c2ccncc2)O1)Nc1ccc(-c2ccccc2)cc1 | -1.6
Cc1ccccc1S(=O)(=O)N1CCCCN2[C@@H](CO)[C@@H](c3ccc(C#CCN(C)C)cc3)[C@@H]2C1 | -1.32
C/C=C/c1cccc(-c2nc(C(=O)Nc3nccs3)cc3c2[C@@H](CCO)N(C(=O)NC(C)C)C3)c1 | 0.735
O=C([C@@H]1[C@@H](CO)[C@@H]2Cn3c(cccc3=O)[C@H]1N2Cc1cocn1)N1CCCCC1 | 0.477
CCC(=O)N1CC2(CCN(Cc3ccccc3Cl)CC2)c2c([nH]c3cc(OC)ccc23)[C@@H]1CO | -1.64

The final 4 records of the part before come first, to join the parts:
SMILES | IDE exosite inh
Cc1ccccc1S(=O)(=O)N1CCCCN2[C@@H](CO)[C@@H](c3ccc(C#CCN(C)C)cc3)[C@@H]2C1 | -1.32
C/C=C/c1cccc(-c2nc(C(=O)Nc3nccs3)cc3c2[C@@H](CCO)N(C(=O)NC(C)C)C3)c1 | 0.735
O=C([C@@H]1[C@@H](CO)[C@@H]2Cn3c(cccc3=O)[C@H]1N2Cc1cocn1)N1CCCCC1 | 0.477
CCC(=O)N1CC2(CCN(Cc3ccccc3Cl)CC2)c2c([nH]c3cc(OC)ccc23)[C@@H]1CO | -1.64
COc1cccc(S(=O)(=O)N(C)C[C@H]2OCc3ccccc3-c3c(n(C)c4ccccc34)C(=O)N([C@H](C)CO)C[C@H]2C)c1 | 0.874
O=C(C[C@H]1CC[C@H]2[C@@H](COC[C@H](O)CN2C(=O)c2cnccn2)O1)N1CCN(c2ccccc2)CC1 | -0.71
C[C@H](CO)N1C[C@H](C)[C@@H](CN(C)C(=O)Nc2ccc(-c3cccs3)cc2)OCc2cnnn2CCCC1=O | -0.506
CCCC(=O)N1CC2(CCN(S(=O)(=O)CC)CC2)c2c(n(C)c3cc(OC)ccc23)[C@@H]1CO | -1.06
Cc1noc(C)c1NC(=O)Nc1ccc2c(c1)C(=O)N([C@@H](C)CO)C[C@@H](C)[C@@H](CN(C)Cc1ccc3c(c1)OCO3)OCCCC[C@@H](C)O2 | 0.852
CCCC#Cc1ccc([C@H]2[C@@H](CO)N3CCCCN(C(=O)c4ccc5c(c4)OCO5)C[C@@H]23)cc1 | 4.41
O=C(Nc1ccccc1)N1CC(=O)N2[C@@H](CO)[C@H](c3ccc(C#CC4CCCCC4)cc3)[C@@H]2C1 | -0.633
CN(C)C(=O)c1cccc(-c2ccc([C@@H]3[C@H]4CN(C(=O)C5CCC5)CCCCN4[C@H]3CO)cc2)c1 | 3.61
O=C(C[C@H]1CC[C@H]2[C@@H](COC[C@H](O)CN2CCC(F)(F)F)O1)NCc1ccc2c(c1)OCO2 | 0.23
CN1CCN(C(=O)C[C@H]2CC[C@@H]3[C@H](COC[C@@H](O)CN3C(=O)c3ccccc3F)O2)CC1 | -0.173
N#Cc1cccc(-c2ccc(C3[C@@H]4CN(S(=O)(=O)c5cccc(Cl)c5)C[C@H]3N4)cc2)c1 (some centres undefined) | 2.42
CCC(=O)N1C[C@H](O)COC[C@H]2O[C@H](CC(=O)NCc3ccc(Oc4ccccc4)cc3)CC[C@@H]21 | 0.744
COCC(=O)N1CC2(C1)CN(S(C)(=O)=O)[C@@H](CO)c1c2c2ccc(OC)cc2n1C | -2
C/C=C/c1ccc([C@H]2[C@@H](CO)N(C(C)=O)[C@@H]2CN(CC(C)C)C(=O)CC)cc1 | 3.25
CN(C)C(=O)c1cccc(-c2ccccc2[C@H]2[C@@H](C#N)N(C(=O)C3CCC3)[C@H]2CO)c1 | 3.24
C[C@H](O)C#Cc1ccc([C@@H]2[C@@H](CO)N3CCCCN(C(=O)Nc4ccccc4)C[C@H]23)cc1 | -0.97
CN(C)C(=O)c1cccc(-c2ccc([C@@H]3[C@@H](CO)N4CCCCN(CCC(F)(F)F)C[C@H]34)cc2)c1 | 1.37
CCCC#Cc1ccc([C@H]2[C@@H](CO)N3C(=O)CN(C(=O)Nc4ccccc4)C[C@@H]23)cc1 | 2.63
COCC(=O)N1C[C@H](C)[C@@H](OC)CN(C)C(=O)c2ccc(NC(=O)Nc3cccc(F)c3)cc2OC[C@@H]1C | 0.177
CCc1cnc(N2[C@H](CO)[C@H](c3ccc(C#CC(C)C)cc3)[C@@H]2C#N)s1 | 1.83

Some of these compounds in order of their number in IDE exosite inh, ascending.
SMILES | IDE exosite inh
C[C@H](O)C#Cc1ccc([C@@H]2[C@@H](CO)N3CCCCN(C(=O)Nc4ccccc4)C[C@H]23)cc1 | -0.97
CCC(=O)N1C[C@H](O)COC[C@H]2O[C@H](CC(=O)NCc3ccc(Oc4ccccc4)cc3)CC[C@@H]21 | 0.744
CCCC#Cc1ccc([C@H]2[C@@H](CO)N3C(=O)CN(C(=O)Nc4ccccc4)C[C@@H]23)cc1 | 2.63

Screening data as filed in PubChem.

Not all compounds are listed; count on the stated rates, not on these rows.
